H9c2 TAG inh: inhibitors of triacylglycerol accumulation, primary screen, cell-based, uHTS, fluorescence, H9c2. actives 0.66% (n = 230,000). AID 651582, 2012. inhibition, % at 12.5 µM. H9c2 cells, Nile Red lipid (TAG) fluorescence; cells loaded with 200 µM oleic acid;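 active means pattern-corrected inhibition of lipid staining of at least 50% with the nuclear-stain viability signal not falling by more than 50%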;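 further: 0% = DMSO wells and 100% = triacsin C control wells; some results filed as inactive read as strong as hits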
H9c2 TAG inh DAPI viability: further read-out of H9c2 TAG inh, marked with its call; DAPI nuclei signal change (viability), lower = more cytotoxic, %;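 whole-well DAPI fluorescence read on a plate reader as a viability signal; minus 50 percent equals half of cells still viable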
* marks the source's active call; other numbers are inactive results; & = joins results of further samples. A portion of the library; rates above refer to the full screens.

SMILES	H9c2 TAG inh	H9c2 TAG inh DAPI viability
Cc1nn(C)c(C)c1NC(=O)c1ccc(Cl)cc1	-19	-1
COc1cccc(CN(C)CC(=O)Nc2cccc(C(F)(F)F)c2)c1OC	-15	3
CCOC(=O)CSc1nnc(CSc2nc3ccccc3c(=O)[nH]2)n1-c1ccccc1	4	11
c1ccc(CCNc2ccc3ncc(-c4cccc5ccccc45)n3n2)nc1	2	-2
O=C(NCc1cn2ccsc2n1)c1cccc(C(F)(F)F)c1	0	6
C=CCOc1ccc(Br)cc1CNCCO	0	6
CCCCC#Cc1ccc(C(=O)NNC(=O)Nc2ccccc2)o1	7	-7
Cc1cc(C)cc(NC(=O)CCc2nc3ccccc3[nH]2)c1	-1	13
CN(Cc1nccn1C)C(=O)CC1C(=O)NCCN1Cc1ccccc1C(F)(F)F (configuration not stated)	2	5
O=C(CCCc1ccccc1)NCCc1ccccc1	6	-9
CC(C)NC(=O)N(C)C[C@H]1Oc2c(NC(=O)C3CCCCC3)cccc2C(=O)N([C@H](C)CO)C[C@@H]1C	-1	6
CN1C(=O)NC2(O)C(=O)c3ccccc3C12O (configuration not stated)	-6	-1
NC(=O)c1ccc(-c2nnn(CC(=O)N(C3CCCC3)C3CCS(=O)(=O)C3)n2)cc1 (configuration not stated)	-17	1
CCN1CCN(C(=O)C(C)N(c2ccc(C)cc2)S(C)(=O)=O)CC1 (configuration not stated)	-1	-5
CCCn1c(SCC(=O)Nc2nc(C)cs2)nnc1-c1cccnc1	-2	7
O=c1cc(CSc2nnnn2-c2ccccc2)nc2nc[nH]n12	-8	13
Cc1ccc(S(=O)(=O)NCC(=O)NCC(=O)N(C)Cc2ccc(Br)s2)cc1C	-43	-4
CCc1nnc(NC(=O)c2ccc3ccccc3n2)s1	3	-4
Cc1ccc(NC(=O)C2CCN(S(=O)(=O)c3ccc4c(c3)OCCO4)CC2)c(O)c1	15	4
CC(C)(S)[C@@H](N)C(=O)O	15	-11
Cc1cccc(CCNC(=O)c2cc(S(=O)(=O)N3CCCCC3)c[nH]2)c1	-3	-13
O=C(Nc1ccc(Cc2ccncc2)cc1)c1ccc(Br)o1	-26	-6
Cc1cccnc1NC(=O)Nc1ccccc1	10	-5
CC(C)C[C@@H](CN)NC(=O)c1nc[nH]c1C(=O)N[C@@H](CC(=O)O)C(=O)CNC[C@H](C)NC(=O)c1nc[nH]c1C(=O)N[C@@H](CC(=O)O)C(=O)O	2	0
COCCNC(=O)C1(C)CCN(C(=O)c2ccc3c(c2)C(C)(C)CCC3(C)C)C1 (configuration not stated)	-14	-2
COc1ccc(-n2c(C)c(C(=O)O)c3cc(OC)c4ccccc4c32)cc1	4	-3
O=C(CN1CCN(S(=O)(=O)c2ccccc2C(F)(F)F)CC1)NCc1cccs1	-9	1
Cc1nn(C)c(C)c1CNC(=O)Nc1cccc(Cl)c1C	-11	16
COc1cc2c(C(=O)OCCN(C)C)c(CSc3ccccc3)n(C)c2cc1Br	20	10
CCOC(=O)C1Oc2ccccc2C(c2ccoc2)=C1C(=O)OC (configuration not stated)	-10	9
Cc1cc(C)nc(N2CCN(c3nc(-c4ccccc4)nc4c3oc3ccccc34)CC2)n1	-3	-2
O=C1C(Cl)=C(N2CCCC2)C(=O)N1c1ccccc1F	-10	-2
CCOC(=O)c1c(-c2ccco2)csc1NC(=O)COC(=O)c1cnccn1	14	-7
O=C(CCCOc1ccccc1)N1CCN(S(=O)(=O)c2cccc(F)c2)CC1	8	-3
CCOC(=O)N1CCN(C(=O)CCN2C(=O)c3ccccc3S2(=O)=O)CC1	2	-6
CC(Nc1ccc(Cl)cc1)C(=O)NN (configuration not stated)	-3	6
CC(=O)Nc1cncc(-c2ccc(CN(C)C)cc2)n1	0	1
Cc1ccc(/C=N/NC(=O)C(c2ccncc2)N2CCOCC2)cc1 (configuration not stated)	10	-12
CC(C)C1=NOC(C(=O)N2CCC(N3CCC(C(=O)N4CCOCC4)CC3)CC2)C1 (configuration not stated)	3	3
COc1ccc(Cl)cc1C(=O)OCC(=O)N1CCCC(C)C1 (configuration not stated)	-3	-1
COc1ccc(CC2(CO)CCN(C/C=C/c3ccccc3OC)CC2)cc1	1	31
Cc1cc(-c2nc(C)c(C(=O)NNS(=O)(=O)c3cccc(C(F)(F)F)c3)s2)no1	6	-5
COc1ccc(-c2[nH]ncc2CN(C)C(C)c2ccncn2)c(F)c1 (configuration not stated)	-14	4
COc1cc(NC(=O)c2ccc(N)nc2)cc(C(=O)Nc2cccc(C(F)(F)F)c2)c1	34&16	6&3
COc1ccc(S(=O)(=O)NC(=O)C2(C)CCN2C(=O)Cc2ccccc2Cl)cc1 (configuration not stated)	12	-15
NC(N)=NS(=O)(=O)c1ccc(NC(=S)NC(=O)/C=C/c2ccc(F)cc2)cc1	12	1
C/C(=N\NC(=O)c1ccc(C)cc1)C1C(=O)c2ccccc2C1=O	20	-9
N#CCCn1cc(/C=C2\NC(=S)N(c3ccccc3)C2=O)c(-c2ccc(-c3ccccc3)cc2)n1	31	10
O=C(O)C1CC=CCC1C(=O)Nc1cccc(Cl)c1 (configuration not stated)	7	-26
Cc1ccc(NC(=O)CN(C)C(=O)CSc2nnc(NC(C)C)s2)cc1	2	0
CCOC(=O)c1sc(NC(=O)OC)c(C(=O)OC)c1C	5	4
O=C(O)C(Cc1ccc(O)cc1)N1C(=O)c2c(Cl)c(Cl)c(Cl)c(Cl)c2C1=O (configuration not stated)	5	-4
CCOC(=O)N1CCN(c2ccccc2O)CC1	1	-7
CN1CCN(c2ccc(NC(=O)c3ccc(Cl)cc3)cn2)CC1	1	-3
COc1cc(C)ccc1OCCON1C(=O)CCC1=O	-9	8
Cc1sc2ncnc(N3CCC(C(=O)Nc4cc(S(C)(=O)=O)ccc4Cl)CC3)c2c1C	7	4
COc1ccc(-n2c(NC(=O)c3ccco3)c(C#N)c3nc4ccccc4nc32)cc1	-27	-3
O=C(Nc1cc2c(cc1Br)OCCO2)c1ccco1	12	9
COc1ccccc1N(Cc1cc2cccc(C)c2[nH]c1=O)C(=O)C(C)C	-9	5
Nc1cc(=O)[nH]c(SCC(=O)Nc2cc(Cl)ccc2Cl)n1	-5	3
More structures follow.
SMILES	H9c2 TAG inh	H9c2 TAG inh DAPI viability
COc1cc(OC)cc(C(=O)N[C@H](C(=O)OCC(=O)NC(C)c2ccccc2)C(C)C)c1 (some centres not stated)	-21	8
Cc1ccc(N(C)C2=NC(=O)CS2)cc1Cl	-3	1
COc1ccc(OC)c(C(c2nnnn2C2CCCC2)N2CCN(c3ccc(F)cc3)CC2)c1 (configuration not stated)	-14	-2
O=S(=O)(NCc1nnnn1-c1ccc(F)cc1)c1ccc(F)cc1	10	0
O=C(CN1CCc2[nH]c3ccccc3c2C1)N1CCCCC1	4	15
CC(C(=O)Nc1ccccc1F)N1CCN(S(=O)(=O)c2ccc(C(F)(F)F)cc2)CC1 (configuration not stated)	-25	-6
COc1ccc(-c2nc3n(c2Br)CCC3)cc1	-1	3
CC(OC(=O)CNC(=O)c1ccc(Cl)c([N+](=O)[O-])c1)C(=O)NC1CCCCC1C (configuration not stated)	3	-5
CC(=O)c1ccc(S(=O)(=O)Nc2ccc(-n3cnnn3)cc2)cc1	-20	-4
Cc1ccc(OCCC(=O)OCC(=O)NC(=O)c2ccccc2)cc1	-8	4
O=[N+]([O-])c1c(Nc2ccccc2O)ccc2nonc12	-1	4
O=C(Nc1ccccc1)[C@@H]1CC=C[C@@H]2CCN(Cc3ccc(Cl)c(Cl)c3)C(=O)[C@@H]21	1	-10
Cc1ccc(C(=O)Nc2ccccc2Cl)cc1	-11	7
CCNC(=O)C1(C)CCN1CCC(=O)c1ccc(Br)cc1 (configuration not stated)	30	3
[N-]=[N+]=CC(=O)CC(c1ccccc1)N1C(=O)c2ccccc2C1=O (configuration not stated)	13	0
COC(=O)c1ccccc1Oc1ccc(NC(=O)CCCl)cc1	-3	-13
COCCn1c(SCC(=O)NNC(=O)Cc2ccccc2)nc2ccccc2c1=O	-5	1
CN1c2ccccc2C(=O)NC1c1ccc([N+](=O)[O-])s1 (configuration not stated)	-28	5
CCOC(=O)COc1c(/C=N\O)cc(Cl)cc1OC	0	-10
Cc1c(Cl)cccc1NC(=O)NCCCN1CCCC1=O	-10	2
CCN(C(=O)COC(=O)CN1C(=O)c2ccccc2C1=O)c1ccccc1	13	-2
Cc1c(C(=O)NCc2cccc(C(F)(F)F)c2)sc(=O)n1Cc1ccccc1F	-2	-10
CCOC(=O)N1CCC(Nc2ccc3nnc(-c4ccccc4)n3n2)CC1	13	-1
O=C(O)COc1ccccc1/C=N/NC(=O)c1cc(-c2ccc(F)cc2)nc2ccccc12	8	3
O=C(Nc1cccc(/C=C/c2ccccn2)c1)c1ccc(-n2cncn2)cc1	7	5
COc1ccc(C(=O)Nc2cc(OC)c(NC(=O)Nc3ccccc3)cc2OC)cc1	17	-8
COc1ccc(C(=O)NCc2nnc(SCC(=O)c3ccc(F)cc3)n2C)cc1OC	-14	1
Cc1c(NC(=O)C(C)OC(=O)c2ccc(NC(=O)CC#N)cc2)c(=O)n(-c2ccccc2)n1C (configuration not stated)	2	-3
COc1ccc(OC)c(CNC(=O)Cc2c(C(=O)O)[nH]c3ccc(Cl)cc23)c1	-3	-1
CN1CCC(=C2c3ccccc3C=Cc3ccccc32)CC1	34	-11
Cc1ccccc1C(=O)c1cccn1CC(=O)N1CCCCCC1	-15	2
Cc1cc(NS(=O)(=O)c2ccc(NC(=O)/C=C/c3ccc(C)o3)cc2)nc(C)n1	-3	-7
CN1CCN(C(=O)C2=C[C@@H](c3ccc(C(F)(F)F)cc3)C[C@@H](OCCCCO)O2)CC1	0	-3
Cc1cccc(NC(=O)CNC(=O)CN2C(=O)NC(C)(CCC(C)C)C2=O)c1C (configuration not stated)	-3	-6
CCn1c(SCC(=O)Nc2nc(C)c(C)s2)nnc1-c1cccs1	-10	3
O=C(CS(=O)(=O)Cc1ccccc1)NCCc1ccc(F)cc1	-2	2
Cc1cnn(-c2nc(-c3ccccc3)cc(-c3ccccc3)n2)c1	3	-5
COc1ccccc1Nc1nc(N2CCOCC2)nc(N2CCOCC2)n1	37	-16
Cc1ccc(SCC(=O)OCC(=O)NCCCc2ccccc2)cc1	-10	-8
Cc1cc(C)c(NC(=O)NC(=O)c2cccc(F)c2)c(C)n1	-4	-9

Complete entries, quoted from the list:
COc1ccc(C(=O)NCc2nnc(SCC(=O)c3ccc(F)cc3)n2C)cc1OC is listed with H9c2 TAG inh = -14; H9c2 TAG inh DAPI viability = 1
Cc1c(C(=O)NCc2cccc(C(F)(F)F)c2)sc(=O)n1Cc1ccccc1F is listed with H9c2 TAG inh = -2; H9c2 TAG inh DAPI viability = -10

Next section:
SMILES	H9c2 TAG inh	H9c2 TAG inh DAPI viability
O=C(/C=C/c1cc2c(cc1Br)OCO2)NCc1ccc(Cl)cc1	-86	-7
CNc1oc(-c2ccc(Cl)cc2)nc1P(=O)(c1ccccc1)c1ccccc1	3	7
CCOc1ccc(CC(=O)Nc2nccs2)cc1	-2	-5
NNc1ccc2nncn2n1	5	-2
Cc1ccc(S(=O)(=O)NNC(=O)c2cnn(-c3ccccc3)c2-n2cccc2)cc1	-9	5
Oc1[nH]c2ccccc2c1N=Nc1ccccc1	-11	-4
Nc1nc2nc(-c3ccc(OCc4ccccc4)cc3)cc(C(F)(F)F)n2n1	6	95
S=C(NNC(=S)Nc1ccc(Cl)cc1)NNc1ccccc1	-11	3
CCOC(=O)c1ccc(Oc2ccc(C(F)(F)F)cn2)cc1	6	5
CCCc1nc(SCC(=O)NCC2CCCO2)c2c(=O)n(C)c(=O)n(C)c2n1 (configuration not stated)	16	0
O=c1cc(O)c2sc(Nc3ccc(F)cc3)nc2[nH]1	7	5
CCOC(=O)c1ccc(S(=O)(=O)NCCNCc2ccccc2)cc1	-1	1
CCN(CC)CC(=O)Nc1ccc([N+](=O)[O-])cc1	-1	-10
CC(C)C(NC(=O)c1ccc(C(C)(C)C)cc1)C(=O)NCCc1ccccn1 (configuration not stated)	42	-16
Cc1nn(-c2ccccc2)c2c1C(=O)N(c1ccccc1)C(=O)C(C)(C)C2	-38	-2
O=C(O)c1cccc(S(=O)(=O)Nc2ccc(N3CCCCC3)cc2)c1	-13	3
CC(NC(N)=O)C(=O)OCC(=O)c1ccc(-c2ccccc2)cc1 (configuration not stated)	-32	-2
O=C(CC(=O)N/N=C/c1ccc(O)cc1)N/N=C/c1ccc(O)cc1	2	-4
CN(CC(=O)O)c1ccc(S(=O)(=O)N2CCOCC2)cc1[N+](=O)[O-]	7	-7
FC(F)(F)c1nc2ccccc2nc1N/N=C/c1c(Cl)cccc1Cl	39	-15

Six of the compounds above, with bars between the fields:
structure | H9c2 TAG inh | H9c2 TAG inh DAPI viability
Cc1nn(-c2ccccc2)c2c1C(=O)N(c1ccccc1)C(=O)C(C)(C)C2 | -38 | -2
O=C(O)c1cccc(S(=O)(=O)Nc2ccc(N3CCCCC3)cc2)c1 | -13 | 3
CC(NC(N)=O)C(=O)OCC(=O)c1ccc(-c2ccccc2)cc1 (configuration not stated) | -32 | -2
O=C(CC(=O)N/N=C/c1ccc(O)cc1)N/N=C/c1ccc(O)cc1 | 2 | -4
CN(CC(=O)O)c1ccc(S(=O)(=O)N2CCOCC2)cc1[N+](=O)[O-] | 7 | -7
FC(F)(F)c1nc2ccccc2nc1N/N=C/c1c(Cl)cccc1Cl | 39 | -15

Further structures:
SMILES	H9c2 TAG inh	H9c2 TAG inh DAPI viability
O=C(CN1CCN(C(=O)c2ccc(-c3nc4ccccc4s3)o2)CC1)Nc1ccccc1Cl	0	-2
CC(C)OC(=O)Cn1cc(C#N)c2ccccc21	7	-8
CCOC(=O)C(NC(=O)CC)(Nc1ccccc1)C(F)(F)F (configuration not stated)	-8	-6
COc1ccc(N2C(=O)CSC2c2ccncc2)cc1 (configuration not stated)	-10	8
CCOC(=O)C1C(C(=O)NN)C1C(=O)Nc1ccccc1 (configuration not stated)	5	-12

Source: PubChem BioAssay (Sanford-Burnham Center for Chemical Genomics)
